# Screening results (PubChem BioAssay)
# hiPSC survival = hiPSC single-cell survival enhancement; ATPlite luminescence; 100% = ROCK inhibitor wells, 0% = DMSO; survival enhancement, % at 20 µM; 360,000 tested, 0.044% active; in the data active means survival enhancement above about 18%;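 further: cells exposed to compounds for 16 hours before the ATP read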
# HIF-2a inh = inhibitors of HIF-2a | 786-0 RCC cells HIF-2a reporter, luciferase luminescence, overnight | inhibition, % at 18.8 µM | 360,000 tested, 0.72% active;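 active means inhibition of the luminescence signal of 40% or more relative to plate controls, in a single-dose primary screen at 18.75 µM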
# Cardio protect = modulators protecting cardiomyocytes from myocardial damage. H9c2 cardiomyocytes, H2O2 injury protection, ATPLite, 2 h. protection from H2O2 cell death, % at 20 µM. 360,000 tested, 0.63% active;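 active means compounds giving at least 50% protection of heart cells from peroxide-induced death in the single-dose screen, raw or plate-pattern-corrected value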;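 further: 0% = DMSO wells with peroxide and 100% = DMSO wells without peroxide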
# CaV13 FRET inh = Primary screen for inhibitors of IQ motif and Ca2+-dependent inactivation inhibitor domain binding in CACNA1D, Förster resonance energy transfer in living cells, …. 340,000 tested, 0.098% active. HEK cells, CFP/YFP FRET ICDI-IQ, plate reader, 10 min; percent FRET-ratio fall versus neutral wells. inhibition, % at 12.3 µM;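 active means mean replicate inhibition of at least 30% and at least 1% of replicates passing that level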;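 further: 0% = median of the neutral control wells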
# PDI inh = inhibitors of human protein disulfide isomerase; PDI insulin aggregation turbidity, A650, 90 min; inhibition, % at 10 µM; 350,000 tested, 0.052% active;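 active means mean inhibition across replicates of 30% or more, whatever share of single replicates reach that level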;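 further: absorbance from insulin aggregation driven by PDI reduction with DTT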
# Target sequence (P07237 whole entry, looked up): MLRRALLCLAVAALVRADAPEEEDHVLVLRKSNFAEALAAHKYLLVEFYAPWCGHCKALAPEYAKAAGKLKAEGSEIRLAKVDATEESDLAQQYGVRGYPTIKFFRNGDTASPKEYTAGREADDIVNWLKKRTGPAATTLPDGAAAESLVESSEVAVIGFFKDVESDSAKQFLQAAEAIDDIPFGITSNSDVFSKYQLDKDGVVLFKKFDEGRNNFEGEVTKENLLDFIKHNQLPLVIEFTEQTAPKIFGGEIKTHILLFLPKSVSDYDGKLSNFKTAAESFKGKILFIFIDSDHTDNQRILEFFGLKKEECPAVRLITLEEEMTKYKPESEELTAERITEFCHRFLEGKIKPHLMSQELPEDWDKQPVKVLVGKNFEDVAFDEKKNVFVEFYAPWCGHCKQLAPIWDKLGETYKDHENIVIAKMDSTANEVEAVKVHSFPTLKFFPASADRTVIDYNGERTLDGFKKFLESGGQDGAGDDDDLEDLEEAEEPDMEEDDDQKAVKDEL
# NR2E3 ag-1 = agonists of human nuclear receptor NR2E3; Q9Y5X4; GST-NR2E3/biotin-RetCOR TR-FRET, 1536-well; inhibition of corepressor binding, % at 4.78 µM; 320,000 tested, 0.12% active; AID 2300;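 active means percent inhibition above the cutoff of mean plus 3 SD of all tested compounds, set per screening campaign, cut at about 20% in these data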;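 further: 0% = DMSO wells and 100% = biotin wells as full block of FRET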
#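 Material – GST-tagged NR2E3 plus biotinylated RetCOR corepressor · Quantity – NR2E3 fusion 1.35 nM · Times – 5 h incubation at 4 °C · Medium – pH 7.5 Tris-based buffer · Technique – TR-FRET, Eu(K)-anti-GST donor, streptavidin-D2 acceptor, ex 340, em 617/671 nm · Benchmarks – high control biotin, low control 0.6% DMSO · Format – 1536-well plates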
# Peg3 promoter = Peg3 promoter activity inhibition; HeLa PEG-Prom luciferase reporter, luminescence, overnight; inhibition, % at 20 µM; 360,000 tested, 1.7% active;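 active means inhibition of at least 50% at 20 µM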
# HTR2A ag = activates the mouse 5-HT2A serotonin receptor; CHO-K1 mHTR2A beta-arrestin complementation, luminescence; percent of 30 µM serotonin response; P35363; 360,000 tested, 0.66% active; activation, % at 7.6 µM;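 active means activation above a run cutoff, the mean activation of all tested compounds plus 3 SD, cut at about 14% in these data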;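 further: 0% = plate median of compound wells and 100% = 30 µM serotonin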
# Target sequence (P35363 whole entry, looked up): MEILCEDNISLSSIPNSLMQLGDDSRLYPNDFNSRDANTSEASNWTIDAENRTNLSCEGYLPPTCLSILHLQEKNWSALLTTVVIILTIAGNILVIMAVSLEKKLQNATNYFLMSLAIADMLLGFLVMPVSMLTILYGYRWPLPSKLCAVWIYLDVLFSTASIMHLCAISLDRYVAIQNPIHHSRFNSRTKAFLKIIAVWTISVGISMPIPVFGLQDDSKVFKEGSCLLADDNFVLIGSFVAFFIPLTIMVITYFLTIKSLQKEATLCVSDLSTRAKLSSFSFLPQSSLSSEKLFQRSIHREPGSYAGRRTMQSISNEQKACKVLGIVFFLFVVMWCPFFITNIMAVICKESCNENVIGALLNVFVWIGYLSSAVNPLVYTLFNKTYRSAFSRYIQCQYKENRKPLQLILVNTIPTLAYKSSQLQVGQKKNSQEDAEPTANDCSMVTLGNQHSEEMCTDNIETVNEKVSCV
# MITF TRPM1 inh = reduces MITF-dependent TRPM1 promoter luciferase signal; AID 488899; 330,000 tested, 0.83% active; inhibition, % at 12.5 µM; SK-MEL-5 TRPM1 promoter luciferase, 24 h;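 active means mean inhibition across replicates of 60% or more, whatever share of single replicates reaches that level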; further: values of inactives mirror those of a sister screen read the other way
# Shn3 inh set2 = Schnurri-3 reporter inhibition in Clone20 osteoblasts. inhibition, % at 12.5 µM. 360,000 tested, 0.52% active. Clone20 osteoblast Shn3 3'UTR firefly luciferase, 24 h;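 active means mean inhibition of at least 75% with every replicate also reaching 75%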;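 further: 0% = median of neutral control wells and 100% = pilot-screen positive control compound; some compounds past the cut are filed as inactive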
# NR2E3 ag-2 = human photoreceptor-specific nuclear receptor agonism; inhibition of corepressor binding, % at 3.98 µM; AID 602229; Q9Y5X4; CHO-S Gal4-NCOR/VP16-NR2E3 two-hybrid, luciferase; 360,000 tested, 0.35% active;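 active means inhibition above the mean of all tested compounds plus 3 SD, cut at about 70% in these data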;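 further: 0% = DMSO with NR2E3 transfected cells and 100% = cells lacking NR2E3 construct; higher means lower luciferase signal from less NR2E3 corepressor binding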
# Starred values were filed as active, the others as inactive; . = no result given.
1	CCOc1ccc(-c2cc(C(=O)N3CCN(C)CC3)c3ccccc3n2)cc1
2	Nc1ccc[n+](CC(=O)c2ccccc2)c1
3	O=C(CSc1ccccn1)N1CCCC(Nc2ccccc2)C1 (stereo unspecified)
4	COc1ccc(Br)cc1CN1CCCCCCC1
5	CCOC(=O)[C@@H]1[C@H]2COc3cc(OC)ccc3[C@@H]2N2C(=O)N(c3ccc(C)cc3)C(=O)[C@@]12C
6	CCS(=O)(=O)N1CCN(c2c(Cl)cccc2[N+](=O)[O-])CC1
7	O=C(CNc1ccccc1)N/N=C/c1ccc([N+](=O)[O-])cc1
8	COc1cc(OC)c(C(=O)OCC(=O)c2cc(C)n(CC3CCCO3)c2C)cc1OC (stereo unspecified)
9	CCCCC[C@H](O)/C=C/[C@@H]1[C@@H](C/C=C\CCCC(=O)O)[C@@H](O)C[C@H]1O
10	Cc1ccc2nc(C)cc(N/N=C/c3cccnc3)c2c1
entry no.	1	2	3	4	5	6	7	8	9	10
hiPSC survival	-5.9	0.2	-0.4	0.5	-2.2	5.1	-1.8	0.1	0.6	-2.0
HIF-2a inh	-197	4	5	1	9	-2	-3	-10	1	-16
Cardio protect	-14	-7	-2	-1	0	-2	-1	-15	9	-4
CaV13 FRET inh	-8	-2	-14	-9	-11	1	-6	2	-5	-5
PDI inh	-3	2	3	3	-6	3	-3	5	4	-2
NR2E3 ag-1	3	2	.	4	1	1	0	1	-3	-3
Peg3 promoter	-167	4	-2	12	1	-14	-2	-15	-8	-11
HTR2A ag	-9	-2	-5	0	7	-3	2	-2	2	3
MITF TRPM1 inh	-70	12	13	4	3	8	1	17	-6	13
Shn3 inh set2	-13	-11	-6	-12	-15	7	-7	4	-12	-44
NR2E3 ag-2	-66	-24	4	-12	13	-35	-21	-9	-5	-22

11	O=c1[nH]c(/C=C\c2cccc(Cl)c2)nc(O)c1[N+](=O)[O-]
12	Cc1ccccc1CC(=O)N1CCCC(CCC(=O)N2CCN(c3ccccn3)CC2)C1 (stereo unspecified)
13	O=C(CCN1CCN(c2ccccc2)CC1)Nc1nccs1
14	CCOC(=O)c1c(C)nc2sccn12
15	Cc1cc(NC(=O)c2ccc(Cl)cc2)no1
16	CC(C)(C)C1CCc2sc(-c3nnc(CCl)o3)cc2C1 (stereo unspecified)
17	CCc1ccc(NC(=O)CS(=O)CC(=O)NC(C)CCc2ccco2)cc1 (stereo unspecified)
18	COc1ccc(C(=O)c2c3ccc([N+](=O)[O-])cc3[n+]([O-])n2CCCN)cc1
19	CC(C)(c1ccccc1)c1ccc(OCCCN2CCNCC2)cc1
20	CC(Sc1ccc(Cl)cc1)C(=O)Nc1ccccc1C(=O)N1CCOCC1 (stereo unspecified)
entry no.	11	12	13	14	15	16	17	18	19	20
hiPSC survival	2.1	1.5	4.9	0.3	-2.1	0.3	-1.8	-4.8	-1.7	-0.4
HIF-2a inh	10	2	-4	13	-225	-61	-18	-42	16	8
Cardio protect	-1	4	2	-5	-15	-11	4	-1	-12	4
CaV13 FRET inh	-2	4	-5	-8	-5	3	1	-6	-2	-5
PDI inh	3	0	6	0	-10	6	-1	-6	-7	11
NR2E3 ag-1	3	0	-2	-4	4	2	1	0	0	-2
Peg3 promoter	-2	17	-11	-14	-254	-6	8	-33	79*	23
HTR2A ag	3	-2	-3	-4	2	1	-1	-5	-5	-1
MITF TRPM1 inh	2	-3	6	-5	-104	-15	1	22	31	1
Shn3 inh set2	-4	15	3	0	-128	-27	3	2	5	2
NR2E3 ag-2	0	-3	-22	14	-111	-49	-13	6	0	-22

# 3 entries already listed, sorted by the number in NR2E3 ag-1, low to high.
No.	structure	HIF-2a inh	CaV13 FRET inh	PDI inh	NR2E3 ag-1	Peg3 promoter	HTR2A ag	MITF TRPM1 inh	Shn3 inh set2	NR2E3 ag-2
12	Cc1ccccc1CC(=O)N1CCCC(CCC(=O)N2CCN(c3ccccn3)CC2)C1 (stereo unspecified)	2	4	0	0	17	-2	-3	15	-3
17	CCc1ccc(NC(=O)CS(=O)CC(=O)NC(C)CCc2ccco2)cc1 (stereo unspecified)	-18	1	-1	1	8	-1	1	3	-13
15	Cc1cc(NC(=O)c2ccc(Cl)cc2)no1	-225	-5	-10	4	-254	2	-104	-128	-111

# New compounds follow
21	CC1CCCN(S(=O)(=O)c2ccc(-c3ccc(=O)[nH]n3)o2)C1 (stereo unspecified)
22	Cc1cccc(OCc2nnc(SC(C)C(=O)O)n2Cc2ccccc2)c1 (stereo unspecified)
23	Cn1cc(/C=C(\NC(=O)c2ccccc2)C(=O)NCCCN2CCOCC2)c2ccccc21
24	CCn1ccnc1CN(C)C(=O)c1cc(COc2ccc(Cl)cc2OC)on1
25	Cn1c(=O)[nH]c(=O)c2c1nc(N1CCNCC1)n2CCOc1ccccc1
26	FC(F)(F)c1ccc(C2[C@H]3CN(Cc4cccnc4)[C@H](c4ccccc4)C34CC2(c2ccccc2)C4)cc1 (stereo partly specified)
27	O=C(CCNS(=O)(=O)c1ccc(Br)cc1)NC1CCCCC1
28	Cc1cc(C(=O)N/N=C/c2ccc(-c3ccc([N+](=O)[O-])cc3Cl)o2)n[nH]1
29	O=C(NCCN1CCOCC1)c1c[nH]c2ccc(S(=O)(=O)N3CCOCC3)cc2c1=O
30	C/C(=C/CCC(C)[C@H]1CC[C@@]2(C)C3=C(CC[C@]12C)[C@@]1(C)CCC(=O)C(C)(C)[C@@H]1CC3)C(=O)O (stereo partly specified)
entry no.	21	22	23	24	25	26	27	28	29	30
hiPSC survival	-0.4	-0.4	-0.3	0.6	0.6	-1.7	1.7	-0.4	0.0	1.6
HIF-2a inh	6	14	-5	-117	26	14	7	4	14	12
Cardio protect	0	-4	0	5	13	-12	-5	14	3	-1
CaV13 FRET inh	-7	-2	-7	-5	.	-5	-4	-6	-8	-11
PDI inh	-6	3	-1	-1	-12	-2	-10	-1	8	-25
NR2E3 ag-1	-1	2	-2	2	-1	-2	3	-2	0	3
Peg3 promoter	-4	10	-11	-64	11	3	-4	24	5	-8
HTR2A ag	-5	0	2	3	4	-2	5	4	5	7
MITF TRPM1 inh	3	2	20	-21	2	16	18	16	0	-12
Shn3 inh set2	-5	14	-12	-15	-1	-19	3	13	2	3
NR2E3 ag-2	-16	-14	-26	-42	2	9	7	-22	-4	8

31	COc1ccc(-c2cc3nc(-c4ccccc4)cc(N4CCCC(O)C4)n3n2)cc1 (stereo unspecified)
32	Cc1ccc(CNC(=O)C2CCCN(Cc3cnn(-c4ccccc4)c3-n3cccc3)C2)cc1 (stereo unspecified)
33	CCCCn1c(SCC(=O)c2ccc(OCC)cc2)nc2cc(S(N)(=O)=O)ccc21
34	COc1ccc(Br)c(C(=O)Nc2ccc(F)cc2)c1
35	CCCn1c(=O)n(C)c(=O)c2c(SCC(=O)NC34CC5CC(CC(C5)C3)C4)nc(CC(C)C)nc21
36	CN(CCO)CC(O)CN(c1ccccc1)c1ccccc1 (stereo unspecified)
37	CCc1sc(C(=O)Nc2nccs2)cc1C
38	CCN(CC(=O)NCc1ccc(Cl)cc1)C(=O)CSCC(=O)Nc1ccc(OC)cc1
39	COc1ccc(C(CCN2CCCC2)c2c(O)cc(OC)cc2OC)cc1 (stereo unspecified)
40	CCOC(=O)CNC(=S)N(Cc1ccc(C)cc1)Cc1ccc(C)o1
entry no.	31	32	33	34	35	36	37	38	39	40
hiPSC survival	-0.9	-0.6	-2.1	-0.4	-1.0	2.1	0.8	-0.6	-1.0	1.2
HIF-2a inh	43*	18	-13	-20	31	13	-253	9	-5	11
Cardio protect	21	-4	-9	-3	-7	9	-15	-3	3	-5
CaV13 FRET inh	-1	-3	-1	-5	-4	-2	-13	-4	-7	-10
PDI inh	-7	-1	8	11	2	0	-7	-3	1	-4
NR2E3 ag-1	1	2	1	0	-1	0	0	0	-2	-2
Peg3 promoter	46	13	-5	-14	27	10	-288	16	2	33
HTR2A ag	10	2	-4	7	5	-2	-2	8	-7	-4
MITF TRPM1 inh	-14	2	-11	-8	68*	14	-51	7	6	-10
Shn3 inh set2	5	51	9	-18	0	-10	-50	-4	-18	-5
NR2E3 ag-2	-22	-14	-52	-33	-43	6	-167	-5	-10	6

41	Cc1ccc(C)c(NC(=O)C2CCCC2)c1
42	O=C(COC(=O)CNC(=O)c1ccco1)Nc1ncc(Cl)cc1Cl
43	COc1ccc(N2C(=O)CC(N3CCN(c4ccc(S(=O)(=O)N5CCCC5)cc4)CC3)C2=O)cc1 (stereo unspecified)
44	CCOc1cc(CNc2cccc3[nH]c(C)nc23)ccc1OC
45	COc1ccc(/C=N/NC(=O)c2nc(Cl)c(Cl)c(N)c2Cl)cc1COc1ccccc1F
46	CCCc1ccc(C(=O)NNc2cc(Cl)ccc2Cl)cc1
47	O=C(CSc1nc2ccccc2c(=O)[nH]1)c1ccc(O)c(O)c1
48	CCOC(=O)c1ccc(NC(=O)C2C3C=CC(C3)C2C(=O)O)cc1 (stereo unspecified)
entry no.	41	42	43	44	45	46	47	48
hiPSC survival	1.2	-0.3	-1.3	-0.5	-1.7	0.3	-0.3	0.8
HIF-2a inh	13	12	10	5	26	-23	-10	-81
Cardio protect	1	5	-12	2	-2	-12	58*	0
CaV13 FRET inh	-4	-2	-1	-13	-8	-3	-9	-5
PDI inh	-3	-11	-5	1	-2	0	1	3
NR2E3 ag-1	-2	7	4	0	1	2	4	0
Peg3 promoter	7	3	11	-3	28	-18	7	-53
HTR2A ag	1	-5	-3	-2	1	0	-1	0
MITF TRPM1 inh	9	-2	-11	7	0	1	13	-39
Shn3 inh set2	8	-15	1	10	3	90*	-21	-25
NR2E3 ag-2	6	-13	-7	-20	16	15	-37	-28

# In the list so far, these have an aryl thioether with sulfur outside any ring:
3	O=C(CSc1ccccn1)N1CCCC(Nc2ccccc2)C1 (stereo unspecified)
20	CC(Sc1ccc(Cl)cc1)C(=O)Nc1ccccc1C(=O)N1CCOCC1 (stereo unspecified)
22	Cc1cccc(OCc2nnc(SC(C)C(=O)O)n2Cc2ccccc2)c1 (stereo unspecified)
33	CCCCn1c(SCC(=O)c2ccc(OCC)cc2)nc2cc(S(N)(=O)=O)ccc21
35	CCCn1c(=O)n(C)c(=O)c2c(SCC(=O)NC34CC5CC(CC(C5)C3)C4)nc(CC(C)C)nc21
47	O=C(CSc1nc2ccccc2c(=O)[nH]1)c1ccc(O)c(O)c1
entry no.	3	20	22	33	35	47
hiPSC survival	-0.4	-0.4	-0.4	-2.1	-1.0	-0.3
HIF-2a inh	5	8	14	-13	31	-10
Cardio protect	-2	4	-4	-9	-7	58*
CaV13 FRET inh	-14	-5	-2	-1	-4	-9
PDI inh	3	11	3	8	2	1
NR2E3 ag-1	.	-2	2	1	-1	4
Peg3 promoter	-2	23	10	-5	27	7
HTR2A ag	-5	-1	0	-4	5	-1
MITF TRPM1 inh	13	1	2	-11	68*	13
Shn3 inh set2	-6	2	14	9	0	-21
NR2E3 ag-2	4	-22	-14	-52	-43	-37
